MEX-5 binding: C. elegans MEX-5 TCR-2 RNA binding activity. Q9XUB2. MEX-5/FITC-TCR2 RNA binding, fluorescence polarization; active compounds read low. activity score (negative = inhibition of binding), % at 10 µM. actives 0.38% (n = 300,000). AID 1832;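 active = inhibition past about -25% in most replicates, and total fluorescence under double the plate's negative control median, limit read from the data; inconclusive = replicates evenly split on the limit, or fluorescence at least double controls; inactive = too little inhibition in most replicates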;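 note: 0% = DMSO and -100% = 5 µM competing unlabeled TCR2 RNA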
TPT1 inh: inhibitors of Candida albicans tRNA 2'-phosphotransferase TPT1; recombinant caTPT1, FP RNA substrate dephosphorylation; inhibition, % at 5 µM; actives 0.81% (n = 300,000); AID 1962;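 active = inhibition above the mean of all tested compounds plus 3 SD, set per screening campaign, cut at about 24% in these data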;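 note: plate controls were DMSO alone for no effect and ferristatin control at 100 nM for full effect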
Fam108B counter: Fam108B inhibition, counter-screen for RBBP9 inhibitors. inhibition, % at 9.51 µM. recombinant Fam108B, FP-Rh probe fluorescence polarization. actives 0.33% (n = 300,000). AID 1947;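 active = inhibition above the screen mean inhibition plus 3 SD, computed separately per campaign, cut at about 18% in these data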;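 note: inhibitors lower polarization as less probe binds the enzyme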
BCLXL inh: blocks human Bcl-xL binding to Bim BH3 peptide. Q07817. GST-Bcl-xL / FITC-Bim BH3 peptide fluorescence polarization. inhibition, % at 10.9 µM. actives 0.7% (n = 320,000);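 active = inhibition above the mean of all tested compounds plus 3 SD, cutoff set per campaign, cut at about 30% in these data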;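 note: 0% = DMSO wells and 100% = unlabeled Bim-BH3 peptide competitor; inhibitors lower millipolarization by displacing the labeled peptide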
PAD4 FP inh: PAD4 (human) enzyme inhibition; Q9UM07; recombinant PAD4, RCA probe fluorescence polarization; inhibition, % at 6.36 µM; actives 0.41% (n = 330,000);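 active = percent inhibition above a cutoff equal to the mean of all tested compounds plus 3 SD, cut at about 15% in these data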;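 note: 0% = PAD4 with RCA probe and DMSO and 100% = probe without PAD4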
Target sequence (Q9UM07 whole entry, looked up): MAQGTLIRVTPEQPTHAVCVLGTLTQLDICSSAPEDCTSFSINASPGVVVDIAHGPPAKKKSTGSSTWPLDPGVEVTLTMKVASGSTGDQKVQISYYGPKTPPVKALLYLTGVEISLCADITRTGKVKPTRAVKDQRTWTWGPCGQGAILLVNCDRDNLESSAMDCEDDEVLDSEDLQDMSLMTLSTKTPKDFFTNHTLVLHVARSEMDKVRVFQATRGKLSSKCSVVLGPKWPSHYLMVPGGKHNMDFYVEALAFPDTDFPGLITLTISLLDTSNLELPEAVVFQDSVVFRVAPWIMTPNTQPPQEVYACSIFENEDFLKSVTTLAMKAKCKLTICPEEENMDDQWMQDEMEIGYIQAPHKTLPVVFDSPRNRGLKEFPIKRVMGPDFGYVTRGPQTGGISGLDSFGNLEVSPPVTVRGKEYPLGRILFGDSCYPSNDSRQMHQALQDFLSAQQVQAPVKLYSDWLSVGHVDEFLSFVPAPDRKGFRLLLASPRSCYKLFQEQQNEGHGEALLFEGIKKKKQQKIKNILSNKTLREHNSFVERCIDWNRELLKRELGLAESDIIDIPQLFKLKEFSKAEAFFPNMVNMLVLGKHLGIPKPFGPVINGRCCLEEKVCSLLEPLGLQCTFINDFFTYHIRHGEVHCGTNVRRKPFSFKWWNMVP
GLD-1 TGE inh: GLD-1-TGE RNA interaction inhibition (C. elegans). actives 0.44% (n = 320,000). purified GLD-1 + fluorescein TGE RNA, fluorescence polarization. inhibition, % at 5.96 µM. Q17339;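 active = percent inhibition above a per-plate cutoff, the plate mean of test compounds plus 3 SD, cut at about 30% in these data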;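 note: 0% = DMSO wells with GLD-1 and probe and 100% = wells lacking GLD-1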
MCL1 BIM primary: inhibitors of human MCL1 binding to BIM-BH3 peptide | Q07820 | GST-MCL1 / FITC-Bim-BH3 fluorescence polarization | inhibition, % at 10.9 µM | actives 0.68% (n = 320,000) | AID 2057;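 active = inhibition above the mean inhibition of all tested compounds plus 3 SD, set per campaign, cut at about 40% in these data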;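 note: 0% = DMSO wells and 100% = unlabeled Bim-BH3 peptide control; higher means more loss of mP so more displacement of Bim peptide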
Target sequence (Q07820 whole entry, looked up): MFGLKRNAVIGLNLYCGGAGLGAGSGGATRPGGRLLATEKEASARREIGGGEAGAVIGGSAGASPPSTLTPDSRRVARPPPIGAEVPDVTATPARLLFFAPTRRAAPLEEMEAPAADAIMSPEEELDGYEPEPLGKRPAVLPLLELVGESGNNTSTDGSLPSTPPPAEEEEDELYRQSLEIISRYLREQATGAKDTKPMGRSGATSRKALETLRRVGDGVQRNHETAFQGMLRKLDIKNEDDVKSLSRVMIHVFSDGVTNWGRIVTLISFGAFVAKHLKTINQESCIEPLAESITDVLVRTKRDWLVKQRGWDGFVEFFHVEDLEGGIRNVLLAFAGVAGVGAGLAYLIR
GSTO1 inh: GSTO1 inhibition, counter-screen for RBBP9 inhibitors; P78417; recombinant GSTO1, activity-based probe fluorescence polarization; inhibition, % at 5.96 µM; actives 1.1% (n = 300,000);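 active = inhibition above the campaign mean inhibition plus 3 SD, cut at about 35% in these data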;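 note: 0% = GSTO1-1 with DMSO and 100% = wells lacking GSTO1-1 enzyme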
PME-1 primary: PME-1 (human) inhibition; Q9Y570; recombinant PME-1, FP-Rh probe fluorescence polarization; inhibition, % at 5.9 µM; actives 0.53% (n = 320,000);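 active = inhibition above the campaign mean of all compounds plus 3 SD, cut at about 26% in these data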;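 note: competitive labeling of PME-1 active site by serine hydrolase directed probe; 0% = PME-1 with DMSO and 100% = wells lacking PME-1 enzyme; inhibitors block probe labeling so polarization falls and inhibition rises; many of its hits are not listed in these tables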
An asterisk follows results filed as active; ? = inconclusive; nt = not tested or not shown.

SMILES	MEX-5 binding	TPT1 inh	Fam108B counter	BCLXL inh	PAD4 FP inh	GLD-1 TGE inh	MCL1 BIM primary	GSTO1 inh	PME-1 primary
O=C(CCCCCCC(=O)c1ccccc1)c1ccccc1	0.3	-2	-2	-1	0	1	-1	0	-3
Cc1cc(C)cc(NS(=O)(=O)c2ccc3c(c2)C(C)(C)C(=O)N3C)c1	2.0	0	1	3	3	10	11	5	6
CCOc1ccc(/C=C2/Sc3ccc(C(=O)N4CCOCC4)cc3N(C)C2=O)cc1OC	-0.6	-3	-3	5	3	-11	8	-11	7
Cc1ccc(-n2c(C)cc(/C=N/Nc3ccc([N+](=O)[O-])cn3)c2C)c(C)c1	-4.0	67*	-2	-42	-1	-9	-63	11	7
CCOc1ccc(Nc2nc(N3CCCC3)nc(N3CCN(c4ccc(OC)cc4)CC3)n2)cc1	0.5	5	2	1	-2	-3	-1	2	3
CC(C)Sc1nc2c(c(=O)n(C)c(=O)n2C)n1C	-1.3	-5	6	3	-4	-1	4	3	3
O=C(COc1ccccc1[N+](=O)[O-])N/N=C/c1ccc[nH]1	-1.7	0	0	1	-2	1	-2	6	0
CC1CCCCC12NC(=O)N(CC(=O)NCc1ccc3c(c1)OCO3)C2=O (stereo not drawn)	0.3	-1	-2	2	-1	6	-1	14	3
CCOC(=O)N1CCN(S(=O)(=O)c2cccc3cccnc23)CC1	0.1	-3	-3	-2	-1	-1	-3	8	2
Cn1c(SCC(=O)c2ccccc2)nnc1-c1ccncc1	-1.0	1	-2	1	-1	6	-2	6	-1
CCOC(=O)C1CCN(C(=O)CCc2c(C)nc3ncnn3c2C)CC1	-0.8	-2	-4	-2	3	3	0	3	-6
Cc1ccc2c(c1)c1ncn(CCC3=CCCCC3)c(=O)c1n2C	1.6	1	3	0	-2	1	0	-4	-10
CCc1nc2sc3c(Cl)ncnc3c2c2c1CCCC2	0.6	-3	-4	5	2	1	1	3	-3
CC(C)NC(=O)NC(=O)CSc1ncccn1	0.2	0	-10	-3	-2	-4	-13	8	1
CC(C)N1C(=O)CCC1C(=O)NCc1ccc(F)cc1Cl (stereo not drawn)	-0.1	3	-6	-1	0	1	-1	11	-8
COc1cc(OC)cc(C(=O)NCC(=O)OCC(=O)Nc2ncc(Cl)cc2Cl)c1	0.1	5	-6	9	-2	7	10	8	7
CC(C)C(c1nnnn1Cc1ccco1)N1CCN(c2nc3ccccc3s2)CC1 (stereo not drawn)	1.9	-2	-2	-6	-3	1	-9	-1	8
CCSc1ccc(-c2ccco2)nn1	0.1	1	-1	-1	-1	3	9	8	3
CCc1c(C#N)c(SCc2c(C)noc2C)nc2c1C(=O)CC(C)(C)C2	-1.9	1	-2	1	1	1	3	-3	1
COc1ccc(CC(=O)NCCS(=O)(=O)N2CCN(c3ccc(F)cc3)CC2)cc1OC	0.0	-1	2	3	1	2	2	-4	8
COc1ccc(C(=O)NCCS(=O)(=O)N2CCCCCC2)cc1	2.4	-1	-5	2	-7	-8	5	4	3
Cc1ccc(S(=O)(=O)NC2=NCCC2)cc1	2.9	-1	1	0	0	2	4	-2	-6
Cc1nn(CCCC(=O)Nc2c(F)cc(F)cc2Br)c(C)c1[N+](=O)[O-]	0.0	-1	-1	5	4	3	2	2	-5
N#Cc1ccc(COC(=O)CSc2nnc(N)s2)cc1	1.3	1	3	0	2	6	-3	3	9
O=C(NC1CCc2ccccc21)c1cc(COc2cncc(Cl)c2)on1 (stereo not drawn)	-0.7	-3	1	0	0	3	-3	5	3
Cc1ccc(-c2nnn(CC(=O)N(CC(=O)NC3CCCCC3)c3cnc4ccccc4c3)n2)o1	0.0	0	0	-2	-2	10	-1	6	-1
CCn1nc(C)cc1C(=O)N1CCCC(Nc2ccc(F)c(F)c2)C1 (stereo not drawn)	1.7	0	-1	1	2	5	4	-2	4
Fc1ccccc1/C=N/NC(=S)Nc1ccc(Cl)cc1Cl	-2.2	3	1	0	-4	6	-2	-1	-5
COc1cc(N)ccc1NC(=O)c1cc2ccccc2o1	-2.7	1	-6	-5	-3	1	-6	0	0
Cc1cc(N2CCOCC2)nc2ccc(NC(=S)N3CCN(c4ccccc4)CC3)cc12	1.1	1	0	6	-2	1	14	4	3
Cc1ccc(N2C(=O)Cc3ccccc3C2=O)cc1	-0.8	-5	7	4	-2	0	-3	6	-1
CN(C)CCNc1nc(S(=O)(=O)c2ccccc2)c(Cl)s1	0.2	-2	-2	-3	-6	-11	-3	7	5
COc1ccccc1NC(=O)CN1CCN(CC(=O)Nc2ccc3c(c2)OCCO3)CC1	nt	1	2	6	-2	4	5	18	-6
CC1(C)Cc2nc3sc4c(=O)n(CC(=O)NCc5ccco5)cnc4c3cc2CO1	-3.0	1	3	3	-1	3	0	-6	-2
Cc1[nH]c(C)c2c(=O)n(Cc3ccc(Cl)cc3)ncc12	1.9	-3	0	7	0	-1	4	0	10
CC(C)[C@H](NC(N)=O)C(=O)NCCc1ccc(Cl)cc1Cl	2.6	-1	-3	-7	-4	2	-15	3	2
O=C(c1ccco1)c1cn(CC(=O)N2CCCCCC2)c2ccccc12	2.9	7	2	-5	4	-5	-5	3	-1
Fc1ccc(Cn2nnc(-c3ccc(Cl)cc3)n2)cc1	-0.9	-2	-5	2	-2	-11	-4	3	-2
O=C(O)C1CC(O)CN1S(=O)(=O)c1cccs1 (stereo not drawn)	4.2	1	1	7	-1	1	-1	-1	-3
Cc1c(S(=O)(=O)N(C)C2CCCCC2)c(=O)n(C)c(=O)n1C	1.2	-1	2	3	1	5	1	5	-3

A different layout for some results above.
Fields – MEX-5 binding	TPT1 inh	Fam108B counter	BCLXL inh	PAD4 FP inh	GLD-1 TGE inh	MCL1 BIM primary	GSTO1 inh	PME-1 primary
> CN(C)CCNc1nc(S(=O)(=O)c2ccccc2)c(Cl)s1
 : 0.2	-2	-2	-3	-6	-11	-3	7	5
> COc1ccccc1NC(=O)CN1CCN(CC(=O)Nc2ccc3c(c2)OCCO3)CC1
 : nt	1	2	6	-2	4	5	18	-6

Following part
SMILES	MEX-5 binding	TPT1 inh	Fam108B counter	BCLXL inh	PAD4 FP inh	GLD-1 TGE inh	MCL1 BIM primary	GSTO1 inh	PME-1 primary
CCN(c1cccc(C)c1)S(=O)(=O)c1ccc2[nH]c(=O)c(=O)[nH]c2c1	-1.1	-4	-2	6	2	6	6	9	0
Cc1ccc(S(=O)(=O)N(C)CC(=O)N2CCOCC2)cc1	1.6	1	4	1	-4	4	-1	-3	-4
Nc1nnc(CC(=O)N/N=C/c2cccc([N+](=O)[O-])c2)s1	1.6	-2	0	8	3	0	3	2	0
Cc1cc(C)nc(NCC(O)CNc2ccccc2C)n1 (stereo not drawn)	2.0	-9	-9	13	-5	2	8	1	-1
CCN(CCn1cccn1)Cc1nc(-c2ccc(OC)cc2)no1	0.0	-3	-4	3	-7	-1	1	0	-3
C/C(=N\NC(=O)c1cccc(N/N=C(\C)c2ccc([N+](=O)[O-])cc2)c1)c1ccc([N+](=O)[O-])cc1	-2.6	1	3	2	2	-1	1	-11	3
COc1ccccc1C(=O)NCC(=O)OCC(=O)Nc1ccc2[nH]c(=O)[nH]c2c1	0.7	1	0	3	3	4	-2	6	1
Cc1cc(-n2c(C)cc(C(=O)COc3ccc([N+](=O)[O-])cc3)c2C)no1	-1.7	4	1	-4	-4	-5	-3	3	0
Cc1cc(C)c(S(=O)(=O)c2ccccc2)c(Cl)n1	0.6	-1	1	5	-3	8	7	5	-1
Nc1nn(-c2ccccc2)c(N)c1N=Nc1cccc(F)c1	3.2	1	-2	-1	-3	1	4	2	12
Cc1ccccc1NC(=S)N1CCN(Cc2ccc3c(c2)OCO3)CC1	0.8	-1	-1	6	-3	5	10	5	1
O=C(COC(=O)Cn1cnc2ccccc21)Nc1ccc2c(c1)OCCO2	-3.3	-3	-4	4	-6	-3	0	4	0
Cc1sc(-n2c(C)ccc2C)c(C#N)c1C	-4.2	2	0	10	-6	0	13	9	4
CN1C(=O)C(CC(=O)NCC2CCCCC2)SC1=Nc1ccccc1 (stereo not drawn)	-1.3	1	1	8	-6	-4	4	1	-4
COC(=O)c1cc(OC)c(OC)cc1NC(=O)CCNC(=O)c1ccco1	-0.8	-1	0	6	-5	2	6	4	-6
CCn1c(CNC(=O)c2ccc(OC)c(OC)c2)nnc1SCC(=O)c1ccc(OC)cc1	-0.6	0	0	-1	3	9	4	2	-2
O=C(Cn1ccc([N+](=O)[O-])n1)N1CCCc2ccccc21	0.0	3	-3	5	3	5	4	3	2
CCOC(=O)Cn1c(C)cc(COC)c(C#N)c1=O	-0.9	0	4	4	-3	1	-6	14	2
CCCC1CCC(=NNS(=O)(=O)c2ccc(C)c([N+](=O)[O-])c2)CC1 (stereo not drawn)	-1.0	-2	2	9	0	3	0	6	0
C/C(CCc1oc2ccc(Cl)cc2c1-c1ccc(C)o1)=N\O	?	-4	-1	0	-10	3	-7	-6	9
CN(C)/C=N/c1ncc(-c2ncc(C(F)(F)F)cc2Cl)cn1	1.1	-4	-3	1	-1	8	-5	4	-1
Cc1ccccc1NC(=O)CSc1nnc(Cc2ccccc2)o1	3.3	-1	-4	-2	1	-3	-3	7	-2
O=C(CCCN1C(=O)c2ccccc2C1=O)Nc1ccccc1	-2.5	0	0	7	-2	3	5	6	-2
COc1ccc(-c2oc3ncnc(N)c3c2-c2ccccc2)cc1	2.2	0	2	3	-4	-5	4	2	6
COCc1ccc(CN2CCC(n3nccc3NC(=O)CCOc3ccccc3)CC2)o1	-1.5	-1	4	5	-6	2	3	-4	8
COCCCNC(=O)c1ccc(Cn2c(=O)c3ccccc3n(Cc3ccccc3C)c2=O)cc1	1.0	0	-2	-1	-3	7	-2	1	-1
O=C(O)c1ccccc1-c1csc(-c2ccccc2)n1	1.6	1	4	-2	1	6	1	1	3
Cc1ccc(S(=O)(=O)Nc2ccc(N=Nc3ccc(O)cc3)cc2)cc1	0.1	1	2	5	-5	-4	7	-11	0
CC(=O)N1CCN(Cc2nc3cc(NC(=O)Nc4ccccc4)ccc3n2C)CC1	2.5	-1	1	5	6	1	5	-6	-5
O=C(CSc1ncn[nH]1)NCc1ccccc1	4.7	0	-1	0	-4	-11	-6	3	-5
C=CCSc1nnc2c(n1)OC(c1cccnc1)N(C(C)=O)c1ccccc1-2 (stereo not drawn)	1.4	-5	0	3	-3	-7	-5	4	3
CC12CC(O)C3c4ccc(O)cc4CCC3C1CC/C2=N\O (stereo not drawn)	-0.6	0	-2	2	-1	0	4	-2	2
O=C(C1=COCCO1)N(Cc1nnc(-c2ccccc2Cl)o1)C1CC1	nt	nt	nt	6	3	4	-6	nt	-3
O=C(C1CCCN(S(=O)(=O)c2cc(Cl)ccc2Cl)C1)N1CCCC1 (stereo not drawn)	1.2	-3	5	-1	-1	-13	-8	7	10
Cc1cccc(NC(=O)c2sc(-c3ccccc3)nc2-c2ccc([N+](=O)[O-])cc2)c1	-0.2	-3	-6	8	-1	-4	2	-3	2
Cc1cccc(C(=O)NCCc2ccc(S(N)(=O)=O)cc2)c1[N+](=O)[O-]	-3.2	-2	15	3	2	0	-10	-1	-1
CC(C)(C)SCCNC(=O)CN1C(=O)c2cccc3cccc1c23	1.6	2	-1	-2	-3	11	5	8	3
CCOC(=O)C(NC(=O)OC(C)C)(Nc1nccs1)C(F)(F)F (stereo not drawn)	nt	-2	-3	6	1	0	6	-2	1

High-throughput results as filed in PubChem BioAssay.

Some of the compounds tested; rates above refer to the full screens.
